# S1P4 agonist: activates the human S1P4 receptor | O95977 | S1P4-expressing cell line, agonist reporter assay | activation, % at 4.98 µM | 220,000 tested, 0.35% active; in the data active = activation above about 11%;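 also: 0% = DMSO vehicle and 100% = reference agonist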
# NPY1 pot ag: human NPY-Y1 potentiation or agonism, primary screen; P25929; NPY-Y1 expressing cells, potentiator/agonist activation; activation, % at 3.6 µM; 220,000 tested, 0.37% active; in the data active = activation above about 33%, passing the limit was not always enough;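 also: cells stimulated with NPY at EC10 then isoproterenol at EC100; 0% = low agonist plus stimulus and 100% = saturating agonist plus stimulus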
# Target sequence (P25929 whole entry, looked up): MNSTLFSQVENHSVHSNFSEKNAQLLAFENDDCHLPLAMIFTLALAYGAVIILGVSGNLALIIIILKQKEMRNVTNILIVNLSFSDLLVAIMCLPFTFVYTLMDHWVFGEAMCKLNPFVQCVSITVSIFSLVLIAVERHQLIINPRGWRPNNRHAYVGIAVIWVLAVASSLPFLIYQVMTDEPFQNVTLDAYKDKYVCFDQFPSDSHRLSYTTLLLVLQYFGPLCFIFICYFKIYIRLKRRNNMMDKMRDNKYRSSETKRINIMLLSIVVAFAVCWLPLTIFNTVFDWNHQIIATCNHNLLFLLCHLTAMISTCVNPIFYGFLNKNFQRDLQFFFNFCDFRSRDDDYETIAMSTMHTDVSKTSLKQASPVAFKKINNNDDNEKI
# NCF1 inh: blocks human p47phox regulatory protein of NADPH oxidases. 220,000 tested, 0.53% active. AID 1274. P14598. p47phox/p22phox peptide binding, fluorescence polarization, 2 h. inhibition, % at 24.7 µM;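 active = inhibition above about 30%, limit read from the data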;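 also: 0% = p47phox with labelled peptide and 100% = labelled peptide alone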
# Target sequence (P14598 whole entry, looked up): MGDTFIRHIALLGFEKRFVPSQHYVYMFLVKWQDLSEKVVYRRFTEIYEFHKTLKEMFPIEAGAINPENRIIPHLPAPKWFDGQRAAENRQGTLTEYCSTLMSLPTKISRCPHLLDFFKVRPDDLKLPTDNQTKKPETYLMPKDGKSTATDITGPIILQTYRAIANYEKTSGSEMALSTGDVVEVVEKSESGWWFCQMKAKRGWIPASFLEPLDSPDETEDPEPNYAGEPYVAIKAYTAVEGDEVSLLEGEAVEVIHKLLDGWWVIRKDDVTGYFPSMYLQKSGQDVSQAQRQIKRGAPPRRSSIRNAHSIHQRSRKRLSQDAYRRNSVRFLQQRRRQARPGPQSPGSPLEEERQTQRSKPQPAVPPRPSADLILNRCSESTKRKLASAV
# BaF3 tox: reduces parental Ba/F3 cell viability, JAK2V617F counter-screen. 220,000 tested, 1.1% active. CellTiter-Glo ATP luminescence. AID 1486. inhibition, % at 5.6 µM;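 active = inhibition above a per-campaign cutoff, the mean inhibition of all tested compounds plus 3 SD, cut at about 27% in these data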;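 also: 0% = DMSO wells and 100% = JAK Inhibitor I control wells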
# S1P4 antag: antagonists of human S1P4 receptor; S1P4-expressing cells, antagonist mode, reporter read-out; inhibition, % at 4.98 µM; 220,000 tested, 0.26% active; AID 1510; in the data active = inhibition above about 29%;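 also: 0% = wells stimulated with agonist and 100% = vehicle wells without agonist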
# NPY Y1 blocker: blocks the human neuropeptide Y Y1 receptor; HEK293-CNG Y1 cells, membrane potential fluorescence; NPY at EC95, then isoproterenol; inhibition, % at 3.6 µM; 200,000 tested, 1% active;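 active = inhibition above the campaign mean inhibition of all tested compounds plus 3 SD, cut at about 20% in these data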;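 also: 0% = DMSO wells given NPY plus isoproterenol and 100% = isoproterenol alone without NPY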
#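 Assay system: HEK293 cells with Y1 receptor plus CNG channel | Probe or stimulus: NPY (25 nM), isoproterenol (1 µM), Ro 20-1724 (25 µM) | Timing: Compound incubation 1 h at room temperature, readout 45 min post-stimulation | Measured by: Membrane-potential fluorescent dye readout | Benchmarks: High control isoproterenol alone, low control NPY with isoproterenol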
# Ba/F3 V617F tox: lowers viability of Ba/F3 cells expressing EpoR and JAK2V617F; ATP luminescence; inhibition, % at 5.6 µM; 220,000 tested, 1.1% active; AID 1446;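 active = inhibition above the campaign mean plus 3 SD over all tested compounds, cut at about 24% in these data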;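 also: cytokine-independent growth of Ba/F3 cells driven by EpoR plus mutant JAK2; 0% = DMSO-treated cells and 100% = JAK inhibitor I control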
# NPY-Y2 PAM-ag: human NPY-Y2 potentiation or agonism, primary screen | 220,000 tested, 0.45% active | P49146 | AID 1359 | cells expressing NPY-Y2, potentiator/agonist read-out | activation, % at 3.6 µM; in the data active = activation above about 27%;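 also: cells stimulated with NPY near EC25 plus isoproterenol at EC100; 0% = vehicle plus submaximal agonist and 100% = vehicle plus saturating agonist; some results beyond the cut were filed as inactive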
# CHOP inh: CHOP inhibition in unfolded protein response. CHO-K1 CHOP-promoter luciferase, tunicamycin-induced, 15-18 h. inhibition, % at 10 µM. 220,000 tested, 3.8% active. AID 2732;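 active = compounds that reduced the stress-induced luciferase reporter signal by more than about 70% of percent inhibition, limit read from the data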;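 also: 0% = tunicamycin plus vehicle and 100% = wells without tunicamycin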
# * marks the source's active call; other numbers are inactive results; · = not tested or not shown.
# Field names: A = S1P4 agonist; B = NPY1 pot ag; C = NCF1 inh; D = BaF3 tox; E = S1P4 antag; F = NPY Y1 blocker; G = Ba/F3 V617F tox; H = NPY-Y2 PAM-ag; I = CHOP inh
CCCCCCn1c(O)c(C=Nc2c(C)n(C)n(-c3ccccc3)c2=O)c(=O)[nH]c1=O
  A = 1.4; B = 18; C = -3; D = -3; E = 10; F = -6; G = -5; H = 12; I = -10
CN1CCN(Cc2ccccc2C(F)(F)F)CC1
  A = 2.1; B = -6; C = 6; D = 2; E = -14; F = 4; G = 4; H = -10; I = -6
CCCCn1c(N)c(C(=O)NCc2cccs2)c2nc3ccccc3nc21
  A = 1.7; B = -23; C = -48; D = 10; E = -12; F = 2; G = 1; H = 1; I = 92*
CN(C)CC1Oc2ccccc2OC1(O)c1ccccc1 (configuration not stated)
  A = 0.5; B = 17; C = -5; D = 9; E = 66*; F = ·; G = 91*; H = 14; I = 89*
COCCOC(=O)c1c(N)n(Cc2ccccc2)c2nc3ccccc3nc12
  A = 2.0; B = -8; C = -15; D = 5; E = -16; F = 15; G = 3; H = -3; I = 34
O=P(O)(O)C12CC3CC(CC(C3)C1)C2
  A = -0.2; B = -16; C = -6; D = 4; E = 9; F = 2; G = -1; H = -8; I = 7
c1cnc2c(c1)ccc1ncccc12
  A = 0.4; B = 22; C = -3; D = -3; E = -11; F = ·; G = -5; H = 5; I = 4
CC1CCN(C(=O)c2ccc(N3CC4CC(C3)c3cccc(=O)n3C4)c([N+](=O)[O-])c2)CC1 (configuration not stated)
  A = -1.3; B = -4; C = -6; D = 7; E = -14; F = 2; G = -2; H = 8; I = 25
Cc1ccc(N=Nc2c(O)[nH]c(=O)[nH]c2=O)c([N+](=O)[O-])c1
  A = -1.9; B = 10; C = -1; D = 10; E = 4; F = 3; G = 2; H = -8; I = -8
CCC(=NCCN1CCOCC1)c1c(O)n(C2CCCCC2)c(=O)[nH]c1=O
  A = 0.7; B = 8; C = -4; D = -8; E = -4; F = ·; G = -1; H = -3; I = 8
CN(C(=O)c1ccc(Cl)nc1)C1(c2ccccc2Cl)CCCCC1=O (configuration not stated)
  A = 0.0; B = 0; C = -11; D = 6; E = -7; F = 7; G = 0; H = 3; I = -14
C/C=C1/CC(C)C(C)(O)C(=O)OCC2CCN3CCC(OC1=O)C23 (configuration not stated)
  A = -2.4; B = -4; C = -4; D = 6; E = -1; F = 1; G = 1; H = 2; I = 4
COc1ccccc1N1C(=O)NC(=O)/C(=C/c2ccc3c(c2)Cc2ccccc2-3)C1=O
  A = 2.4; B = -16; C = -8; D = 3; E = -42; F = 7; G = -2; H = -9; I = -37
CCOC(=O)c1c(C)c(C(=O)N2CCC3(CC2)OCCO3)c(C)n1CC
  A = -0.1; B = 8; C = 2; D = 4; E = -2; F = -4; G = 1; H = 4; I = 8
Cc1nn(Cc2ccccc2Cl)c(C)c1C(=O)OCC(=O)N1CC(C)OC(C)C1 (configuration not stated)
  A = -0.8; B = 31; C = -5; D = 6; E = -10; F = 3; G = -1; H = 7; I = -1
CC(C)Oc1ccc(C2C(C#N)=C(N)Oc3c2c(=O)oc2ccccc32)cc1 (configuration not stated)
  A = -1.0; B = -8; C = 0; D = 0; E = -12; F = 3; G = 0; H = -3; I = 38
COc1ccc(CCNCc2ccncc2)cc1OC
  A = 1.7; B = 5; C = -10; D = 6; E = -3; F = -2; G = 0; H = 8; I = -10
COc1ccc(-n2c(/C=C/c3ccc4c(c3)OCO4)nc3ccccc3c2=O)cc1
  A = -0.7; B = -5; C = -31; D = 12; E = -21; F = -1; G = 4; H = -10; I = -10
O=c1[nH]c(=O)n(Cc2ccco2)c(O)c1C=NCCN1CCOCC1
  A = -1.0; B = -22; C = -16; D = 0; E = 2; F = -6; G = 3; H = 17; I = 18
CCCn1ncc(C(=O)O)c1C
  A = 1.4; B = 11; C = -10; D = 2; E = 12; F = -4; G = -1; H = 10; I = 5
C/C(=N\N=C(N)N)c1ccccc1
  A = 0.2; B = -15; C = -2; D = 2; E = -9; F = ·; G = 0; H = -11; I = 2
COc1ccc(CC2C(=O)NC(=O)N(c3ccccc3)C2=O)c(OC)c1 (configuration not stated)
  A = -1.1; B = 0; C = 6; D = 5; E = -3; F = -3; G = -2; H = -13; I = 33
O=C(Nc1cccc(Br)c1)c1c(O)c2c(n(Cc3ccccc3)c1=O)CCCC2
  A = 0.6; B = 23; C = -8; D = -6; E = -4; F = ·; G = 0; H = 8; I = -15
O=C(N/N=C/c1c(O)n(-c2cccc3ccccc23)c(=O)[nH]c1=O)c1ccncc1
  A = -1.4; B = -20; C = -6; D = -3; E = -13; F = ·; G = 2; H = -13; I = 13
C=CCn1c(O)c(C(CC)=NCc2cc(OC)cc(OC)c2)c(=O)[nH]c1=O
  A = 0.4; B = -44; C = -17; D = 13; E = -17; F = 10; G = 11; H = -6; I = 34
O=C1/C(=C/c2cc([N+](=O)[O-])ccc2Cl)N2CCC1CC2
  A = -1.9; B = 15; C = -7; D = 2; E = -7; F = 2; G = 1; H = 4; I = -20
CN(C)C(=O)O/N=C(\N)COc1ccc(C(C)(C)C)cc1
  A = 1.1; B = 5; C = -6; D = 2; E = 20; F = ·; G = 6; H = 11; I = 28
CC(=O)CC(C)(C)n1c[n+](C)nn1
  A = 2.7; B = 16; C = -1; D = 4; E = -32; F = -5; G = -3; H = -7; I = 14

# Filtered by structure: the entries above with an NH in an aromatic ring (six)
# Field names: A = S1P4 agonist; B = NPY1 pot ag; C = NCF1 inh; D = BaF3 tox; E = S1P4 antag; F = NPY Y1 blocker; G = Ba/F3 V617F tox; H = NPY-Y2 PAM-ag; I = CHOP inh
CCCCCCn1c(O)c(C=Nc2c(C)n(C)n(-c3ccccc3)c2=O)c(=O)[nH]c1=O
  A = 1.4; B = 18; C = -3; D = -3; E = 10; F = -6; G = -5; H = 12; I = -10
Cc1ccc(N=Nc2c(O)[nH]c(=O)[nH]c2=O)c([N+](=O)[O-])c1
  A = -1.9; B = 10; C = -1; D = 10; E = 4; F = 3; G = 2; H = -8; I = -8
CCC(=NCCN1CCOCC1)c1c(O)n(C2CCCCC2)c(=O)[nH]c1=O
  A = 0.7; B = 8; C = -4; D = -8; E = -4; F = ·; G = -1; H = -3; I = 8
O=c1[nH]c(=O)n(Cc2ccco2)c(O)c1C=NCCN1CCOCC1
  A = -1.0; B = -22; C = -16; D = 0; E = 2; F = -6; G = 3; H = 17; I = 18
O=C(N/N=C/c1c(O)n(-c2cccc3ccccc23)c(=O)[nH]c1=O)c1ccncc1
  A = -1.4; B = -20; C = -6; D = -3; E = -13; F = ·; G = 2; H = -13; I = 13
C=CCn1c(O)c(C(CC)=NCc2cc(OC)cc(OC)c2)c(=O)[nH]c1=O
  A = 0.4; B = -44; C = -17; D = 13; E = -17; F = 10; G = 11; H = -6; I = 34

# Record cards, from the list above. Order of values: S1P4 agonist	NPY1 pot ag	NCF1 inh	BaF3 tox	S1P4 antag	NPY Y1 blocker	Ba/F3 V617F tox	NPY-Y2 PAM-ag	CHOP inh
# CCC(=NCCN1CCOCC1)c1c(O)n(C2CCCCC2)c(=O)[nH]c1=O in the list: 0.7	8	-4	-8	-4	·	-1	-3	8
# CCCCn1c(N)c(C(=O)NCc2cccs2)c2nc3ccccc3nc21 in the list: 1.7	-23	-48	10	-12	2	1	1	92*

# Compound activity as filed in PubChem.

# These rows are one share of the data (hit frequency here may not be typical).
